Screening results (PubChem BioAssay)
ROS inducer: raises reactive oxygen species in U2OS cancer cells; U2OS ROS induction, H2DCF-DA fluorescence; ROS induction (% of piperlongumine), % at 10 µM; 46,000 tested, 2% active; AID 624156; in the data active = ROS induction above about 79%, passing the limit was not always enough;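 note: 0% = DMSO vehicle median and 100% = reference compound median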
* = called active by the depositor; & = joins results of further samples. An excerpt; rates above refer to the full screens.

SMILES | ROS inducer
C=CCNC(=O)CCn1c(=S)[nH]c2cc3c(cc2c1=O)OCO3 | 10
CCNc1nc(NCC)nc(OCCOC(C)=O)n1 | 5
C[C@@H]1CCCCO[C@@H](CN(C)Cc2ccc(C(=O)Nc3ccccc3N)cc2)[C@@H](C)CN([C@H](C)CO)C(=O)c2cc(NS(=O)(=O)c3cccs3)ccc2O1 | -1
O=C(N/N=C/c1ccc(N(c2ccccc2)c2ccccc2)cc1)c1ccccn1 | 22
COc1ccccc1/C=C(\C#N)c1ccc(C)cc1 | 12
C[C@@H]1CN([C@@H](C)CO)C(=O)c2cccc(NC(=O)c3nc4ccccc4s3)c2O[C@@H]1CN(C)Cc1ccccc1 | 34
C[C@@H]1CCCCO[C@@H](CN(C)C(=O)c2ccccc2)[C@@H](C)CN([C@H](C)CO)C(=O)c2cc(NS(=O)(=O)c3cccs3)ccc2O1 | 5
COc1ccc(NC(=O)c2ccc(N(C)S(=O)(=O)c3ccc(OC)c(OC)c3)cc2)cc1OC | 12
O=c1c2cnn(-c3ccc(Cl)cc3)c2ncn1Cc1ccc(Cl)cc1 | -17
CC(C)c1ccc(NC(=O)Cn2cc([N+](=O)[O-])cn2)cc1 | -9
Cc1cccc(NC(=O)CC2Nc3cccc4cccc(c34)NC2=O)c1 (centres undefined) | 6
CC(C)NC(=O)N(C)C[C@H]1Oc2c(NC(=O)C3CC3)cccc2C(=O)N([C@H](C)CO)C[C@@H]1C | -9
COc1ccc(NC(=O)Nc2cccc3c2O[C@H](CN(C)Cc2ccc(C(=O)O)cc2)[C@@H](C)CN([C@H](C)CO)C3=O)cc1 | -3
O=C(C1CC1)N1c2ccccc2CCc2ccccc21 | -3
C[C@H](CO)N1C[C@H](C)[C@H](CN(C)S(=O)(=O)c2cccs2)Oc2c(NC(=O)c3nc4ccccc4s3)cccc2C1=O | 42
O=C1C2C(C(=O)N1C1CCCCC1)C1C=CC2C12CC2 (centres undefined) | -10
COc1ccc(N2CCc3c(C)c(C#N)c4nc5ccccc5n4c32)cc1 | 68
CC(C)NC(=O)Nc1ccc2c(c1)C(=O)N([C@H](C)CO)C[C@H](C)[C@H](CN(C)C(=O)NC1CCCCC1)O2 | -5
CCOc1ccc(NC(=O)C2(c3ccccc3)CCOCC2)cc1 | -8
Cc1ccc(C(=O)NC(=O)CSc2nnc(C)s2)cc1 | 2
O=C(O)CCCCCCC(=O)N/N=C/c1ccoc1 | 5
CN(CC(=O)Nc1ccccc1C(=O)N1CCCC1)S(=O)(=O)c1ccc(Cl)cc1 | 1
C[C@@H]1CN([C@@H](C)CO)C(=O)CCCn2nncc2CO[C@@H]1CN(C)C(=O)c1ccc(N2CCN(C)CC2)cc1 | 0
C[C@@H]1CN([C@@H](C)CO)C(=O)c2cc(NC(=O)Nc3ccc(F)cc3)ccc2O[C@H]1CN(C)Cc1ccc2c(c1)OCO2 | 18
O=C(CSc1nc2cc(Cl)ccc2s1)Nc1ccc2c(c1)OCCO2 | -1

Shown with each value named: entries from further up
CC(C)NC(=O)Nc1ccc2c(c1)C(=O)N([C@H](C)CO)C[C@H](C)[C@H](CN(C)C(=O)NC1CCCCC1)O2
  ROS inducer: -5
C[C@@H]1CN([C@@H](C)CO)C(=O)CCCn2nncc2CO[C@@H]1CN(C)C(=O)c1ccc(N2CCN(C)CC2)cc1
  ROS inducer: 0

Further records follow:
SMILES | ROS inducer
C[C@H](CO)N1C[C@H](C)[C@H](CN(C)S(=O)(=O)c2ccc(F)cc2)Oc2c(NC(=O)c3ccc(-c4nccs4)cc3)cccc2C1=O | 25
CC(C)(C)c1cc(C(=O)NCc2cccs2)cc(C(=O)NCc2cccs2)c1 | 22
Cc1noc(C)c1NC(=O)N(C)C[C@H]1Oc2ccc(NC(=O)Nc3ccc(F)cc3)cc2C(=O)N([C@@H](C)CO)C[C@@H]1C | -6
O=C(CN1CCc2ccccc21)Nc1nnc(-c2cccs2)s1 | 0
Cn1c(SCC(=O)Nc2ccccc2F)nnc1-c1ccccc1 | -15
CCOC(=O)c1c(NC(=O)COc2cc(C)ccc2C)sc2c1CCC2 | -11
CC1(C)N=C(NC(=O)NC(=O)c2ccccc2Cl)N(c2ccccc2)O1 | -3
COc1ccc(S(=O)(=O)Nc2cccc3c2O[C@H](CN(C)Cc2ccc(C(F)(F)F)cc2)[C@@H](C)CN([C@@H](C)CO)C3=O)cc1 | 53
CCc1c(C)sc(NC(=O)CSc2nc(-c3ccccc3)cc(C(F)(F)F)n2)c1C#N | 2
O=C(O)CCCCCCC(=O)N/N=C/c1ccc([N+](=O)[O-])s1 | 3
C[C@@H]1CN([C@H](C)CO)C(=O)Cc2cc(NC(=O)C3CCCCC3)ccc2O[C@@H]1CN(C)Cc1ccc(-c2ccccc2)cc1 | 42
CCOC(=O)CSc1nc(SCC(=O)OCC)c2c3c(sc2n1)CCC3 | 16
C[C@@H]1CN([C@@H](C)CO)C(=O)Cc2cc(NC(=O)c3ccncc3)ccc2O[C@@H]1CN(C)C(=O)Nc1cccc2ccccc12 | 12
c1csc(-c2nnc3n2-c2ccccc2SC3)c1 | -3
C[C@@H]1CN([C@H](C)CO)C(=O)c2cccc(NC(=O)C3CCCCC3)c2O[C@@H]1CN(C)C(=O)NC1CCCCC1 | -7
C[C@H]1CN([C@@H](C)CO)C(=O)c2cc(NC(=O)Cc3cn(C)c4ccccc34)ccc2O[C@H]1CN(C)Cc1ccc(C(=O)Nc2ccccc2N)cc1 | 45
CC(C)NC(=O)Nc1ccc2c(c1)CC(=O)N([C@@H](C)CO)C[C@H](C)[C@H](CN(C)S(=O)(=O)c1cccs1)O2 | 12
C[C@@H]1O[C@@H](O[C@@H]2[C@@H](O)[C@H](Oc3c(-c4ccc(O)cc4)oc4cc(O)cc(O)c4c3=O)O[C@H](CO)[C@H]2O)[C@H](O)[C@H](O)[C@H]1O | -2
CC(=O)c1c(C)nc(-c2ccc(Cl)cc2)nc1NC(=O)Cc1ccccc1 | -1
O=C(N/N=C/c1cc(Cl)cc(Cl)c1O)c1ccccc1O | -15
Cc1ccc(SC(=O)c2ccc(C#Cc3ccccc3)o2)cc1 | 0
O=C(NCCC1=CCCCC1)c1ccc2c(c1)ncn2C1CCCC1 | -7
C[C@H](CO)N1C[C@H](C)[C@@H](CN(C)S(=O)(=O)c2cn(C)cn2)Oc2ccc(NS(=O)(=O)c3cccs3)cc2C1=O | -7
CNC(=O)CSc1nc2ccccc2[nH]1 | -5
C[C@H]1CN([C@@H](C)CO)C(=O)c2cc(NC(=O)Nc3ccc(C(F)(F)F)cc3)ccc2O[C@@H]1CN(C)Cc1ccc(-c2ccccc2)cc1 | 4

Part of the list above in order of heavy-atom count, smallest number first:
SMILES | ROS inducer
Cc1cccc(NC(=O)CC2Nc3cccc4cccc(c34)NC2=O)c1 (centres undefined) | 6
CC(C)NC(=O)Nc1ccc2c(c1)C(=O)N([C@H](C)CO)C[C@H](C)[C@H](CN(C)C(=O)NC1CCCCC1)O2 | -5
C[C@H](CO)N1C[C@H](C)[C@@H](CN(C)S(=O)(=O)c2cn(C)cn2)Oc2ccc(NS(=O)(=O)c3cccs3)cc2C1=O | -7
C[C@@H]1O[C@@H](O[C@@H]2[C@@H](O)[C@H](Oc3c(-c4ccc(O)cc4)oc4cc(O)cc(O)c4c3=O)O[C@H](CO)[C@H]2O)[C@H](O)[C@H](O)[C@H]1O | -2

Later entries
SMILES | ROS inducer
COc1ccc(NC(=O)c2oc3ccc(S(=O)(=O)N4CCC5(CC4)OCCO5)cc3c2C)cc1 | 22
O=C(COc1ccc(CO)cc1)Nc1ccccc1 | -5
Cc1noc(C)c1S(=O)(=O)Nc1cccc2c1O[C@H](CN(C)S(=O)(=O)c1ccc(Cl)cc1)[C@H](C)CN([C@H](C)CO)C2=O | -5
CC(C)NC(=O)Nc1ccc2c(c1)CC(=O)N([C@@H](C)CO)C[C@H](C)[C@@H](CN(C)Cc1ccccc1)O2 | -16
COc1ccccc1NC(=O)CSC1=NCCS1 | -15
C[C@@H]1CN([C@H](C)CO)C(=O)c2cccc(NS(=O)(=O)c3ccc(Cl)cc3)c2O[C@H]1CN(C)Cc1ccncc1 | -5
CCc1nc2n[nH]c(N)c2c2c1COC(C)(C)C2 | 5
C[C@@H]1CN([C@@H](C)CO)C(=O)c2cc(NC(=O)Nc3ccc(F)cc3)ccc2O[C@H]1CN(C)Cc1ccc(C(F)(F)F)cc1 | 4
OCCCNc1ncnc2scc(-c3ccccc3)c12 | 2
O=C(OC[C@]12O[C@H]1[C@@H](O)[C@@H]1C=CO[C@@H](O[C@@H]3O[C@H](CO)[C@@H](O)[C@H](O)[C@H]3O)[C@@H]12)c1ccccc1 | 7
CC(=O)N[C@@H](CC(C)C)C(=O)O | -8
C=CCn1c(SCc2ccc(C(=O)O)cc2)nnc1-c1cccc(OC)c1 | 6
Cc1ccc(NC(=O)CSc2n[nH]c(-c3ccncc3)n2)cc1C | 9
CC(=O)OC1/C=C(/C(=O)O)CC/C=C(/C)C(=O)/C=C\C1(C)C (centres undefined) | 90*
O=C(Nc1ccccc1)C(=S)Nc1ccccc1 | 38
COc1cccc(NC(=O)CSc2nnc(-c3ccc(Cl)cc3)n2-c2cccc(C)c2)c1 | 8
CCOc1cc(CO)c(Br)cc1OCC(=O)O | -13
CCOC(=O)c1c(NC(=O)c2ccc(Cl)c(S(=O)(=O)N3CCOCC3)c2)sc2c1CCCC2 | 42
NC(=O)c1ccc(C(=O)c2ccccc2)cc1 | -10
CC1=CC(=O)OC1(O)CCC(C)CC(=O)O (centres undefined) | -2
O=C(Nc1ccccc1)c1ccc(S(=O)(=O)c2cccc(S(=O)(=O)N3CCOCC3)c2)cc1 | 11
COc1ccc(Cl)cc1NC(=O)CN(c1ccccc1)S(=O)(=O)N(C)C | -3
Cc1ccccc1Cn1c(NCc2ccco2)nc2c1c(=O)n(C)c(=O)n2C | 19
COC(=O)c1ccccc1NC(=O)CSc1nc(-c2cccs2)cc(C(F)(F)F)c1C#N | 42
C[C@@H]1CCCCO[C@@H](CN(C)Cc2ccc(C(F)(F)F)cc2)[C@@H](C)CN([C@H](C)CO)C(=O)c2cc(NC(=O)CCC(F)(F)F)ccc2O1 | 155*
C[C@@H]1CN([C@H](C)CO)C(=O)c2cc(NS(=O)(=O)c3cccs3)ccc2O[C@H]1CN(C)Cc1ccc(C(F)(F)F)cc1 | 43
COc1ccc(OC)c(NC(=O)NCc2cnn(C)c2)c1 | -3
Cc1cccc(-c2nc3sc4c(c3c(=O)[nH]2)CCCC4)c1 | -3
C[C@H]1CN([C@@H](C)CO)C(=O)c2cc(N(C)C)ccc2O[C@@H]1CN(C)Cc1ccccc1 | -5
Cc1ccc(N2CCN(/N=C\C=C\c3ccccc3)CC2)cc1 | 6
Nc1cc(=O)nc(SCC(=O)N(c2ccccc2)c2ccccc2)n1-c1ccccc1 | -7
COc1ccc(CCNC(=O)c2cc3cc(F)ccc3nc2C)cc1OC | -16
C[C@H](CO)N1C[C@H](C)[C@@H](CN(C)Cc2ccc(C(F)(F)F)cc2)Oc2ccc(NC(=O)CCCCCC(=O)Nc3ccccc3N)cc2C1=O | 15
C[C@H]1CN([C@@H](C)CO)C(=O)Cc2cc(NC(=O)Nc3ccc(C(F)(F)F)cc3)ccc2O[C@@H]1CN(C)C | -5
Cc1ccc(S(=O)(=O)Nc2cccc3c2O[C@H](CN(C)CC2CC2)[C@H](C)CN([C@H](C)CO)C3=O)cc1 | -9
C[C@H](CO)N1C[C@H](C)[C@H](CN(C)S(=O)(=O)c2ccccc2)Oc2c(NC(=O)Nc3ccc4c(c3)OCO4)cccc2C1=O | 2
O=C1O[C@H](c2ccccc2)[C@H](c2ccccc2)N2[C@H]1[C@@H](C(=O)NC[C@H](O)c1ccccc1)[C@]1(C(=O)Nc3ccccc31)[C@H]2c1ccc(O)cc1 | 28
C[C@@H]1CCCCO[C@@H](CN(C)S(=O)(=O)c2ccc(F)cc2)[C@@H](C)CN([C@H](C)CO)C(=O)c2cc(NC(=O)NC3CCCCC3)ccc2O1 | -7
Cc1ccc(C(=O)c2ccc(CC(=O)O)n2C)cc1 | -1&-10
COc1ccc(N(C(=O)c2cccnc2)S(=O)(=O)c2ccccc2)cc1 | -7
COc1ccc(CN(C)C[C@H]2Oc3ccc(NS(=O)(=O)c4ccc(OC)cc4)cc3CC(=O)N([C@@H](C)CO)C[C@@H]2C)cc1 | 10
CSc1ccc(CCNC(=O)c2cc3c(s2)-c2ccccc2S(=O)(=O)C3)cc1 | 64
COc1cc(OC)c(NC(=O)CCN2C(=O)c3ccccc3C2=O)cc1Cl | -18
O=c1cc(N2CCCCC2)[nH]c(=O)n1C1CCCCC1 | -5
C=C(C)c1cccc(C(C)(C)NC(=O)NCc2ccc(OC)cc2)c1 | -20
CSCC(NS(=O)(=O)c1ccc(Br)cc1)C(=O)O (centres undefined) | 4
CCCCn1c2ccccc2c2nnc(SCC(=O)c3ccccc3)nc21 | -6
C[C@@H]1CN([C@H](C)CO)C(=O)Cc2cc(NS(=O)(=O)c3ccc(Cl)cc3)ccc2O[C@@H]1CN(C)C | 10
O=C(NC1CCCCC1)C1CCC(CNS(=O)(=O)c2ccccc2)CC1 (centres undefined) | -12
Cc1c(C)c(C)c(S(=O)(=O)N2CCCC2)c(C)c1C | -1

Following part:
SMILES | ROS inducer
COc1ccc(S(=O)(=O)Nc2cccc3c2O[C@@H](CN(C)CC2CCCCC2)[C@H](C)CN([C@@H](C)CO)C3=O)cc1 | -9
Cc1nc2c([nH]1)C1(CCC(c3ccccc3)CC1)C(C#N)=C(N)O2 (centres undefined) | -1
NCCNC(=O)c1ccc(Cl)cc1 | -9
Cc1ccc(N=C2S/C(=C/c3cccc(OCC(=O)O)c3)C(=O)N2C)cc1C | 27
Cc1ccc(OC(=O)N(C)C[C@@H]2OCc3cn(nn3)CCCC(=O)N([C@H](C)CO)C[C@@H]2C)cc1 | 2
Cc1noc(C)c1S(=O)(=O)Nc1ccc2c(c1)CC(=O)N([C@H](C)CO)C[C@H](C)[C@H](CN(C)Cc1ccc(-c3ccccc3)cc1)O2 | 25

Three compounds picked at random from those above, as already listed:
SMILES | ROS inducer
CN(CC(=O)Nc1ccccc1C(=O)N1CCCC1)S(=O)(=O)c1ccc(Cl)cc1 | 1
Cc1ccc(N=C2S/C(=C/c3cccc(OCC(=O)O)c3)C(=O)N2C)cc1C | 27
Cc1ccc(C(=O)NC(=O)CSc2nnc(C)s2)cc1 | 2
